# Screening results from PubChem.
# MT1-MMP act inh = blockers of MT1-MMP proenzyme processing, primary screen, HT1080 RFP-PRO-GFP cells, GFP/RFP fluorescence. GFP/RFP ratio fluorescence, overnight; percent of plate control window, DMSO zero. GFP/RFP ratio change, % at 20 µM. 0.061% of 360,000 active. AID 651647, 2012;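 active = GFP/RFP ratio change of at least 30% with cell ATP level not reduced by more than half and red fluorescence within 50% of control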; also: strong numbers were not always called active
#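 Material: RFP-PRO-GFP reporter HT1080 cells. Dosing: single-point 20 µM compound, 1% DMSO. Controls: DMSO and RFP-L50D-GFP cell wells. Timing: cells overnight before dosing, compound overnight, 37 °C, 5% CO2. Measure: GFP/RFP fluorescence ratio.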
# bovine MsrA act = bovine MsrA enzyme activators, primary screen, biochemical, absorbance, HTS | purified bovine MsrA, absorbance read-out | activation, % at 10.6 µM | Methionine sulfoxide reductase A (Bos taurus) | 0.3% of 360,000 active; in the data active = activation above about 7.5%;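 also: 0% = vehicle and 100% = reference activator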
# E coli Lon inh = inhibitors of E. coli Lon protease, primary screen, biochemical, fluorescence polarization | P0A9M0 | purified E. coli Lon protease | inhibition, % at 7.94 µM | 0.42% of 360,000 active | AID 602123, 2011; in the data active = inhibition above about 13%, passing the limit was not always enough;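 also: 0% = enzyme with probe and DMSO and 100% = no enzyme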
# NRP1-CendR mod = modulators of CendR peptide binding to NRP-1, primary screen, biochemical, fluorescence polarization, uHTS; 0.85% of 360,000 active; Neuropilin-1 (Homo sapiens), O14786; inhibition, % at 25 µM; AID 602438, 2012; FAM-RPARPAR peptide binding to NRP-1;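 active = inhibition or corrected inhibition above about 18%, plus a signal ratio from 0.5 to 1.5, limit read from the data, passing the limit was not always enough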; also: strong numbers were not always called active
# FAS-TE inh = FAS thioesterase domain inhibitors, primary screen, biochemical, fluorescence intensity, uHTS; recombinant FAS-TE, OMFH fluorogenic substrate, fluorescence endpoint; Fatty acid synthase (Homo sapiens), P49327; AID 602261, 2012; 0.67% of 360,000 active; inhibition, % at 15 µM;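 active = compounds whose normalised, plate-corrected inhibition of enzyme fluorescence in the single-dose primary screen is 50% or more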;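 also: 0% = DMSO with enzyme and 100% = substrate without enzyme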
# SKN-1 block = suppressors of acrylamide-induced Pgst-4::GFP reporter in worms, primary screen, SKN-1 inhibitor project, whole organism, uHTS, GFP/RFP fluorescence ratio, strain VP596 | C. elegans VP596 Pgst-4::GFP/RFP ratio, 24 h | inhibition, % at 21.8 µM | 0.49% of 360,000 active;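 active = interference check ratio from 0.5 to 1.5 plus GFP to RFP signal ratio inhibition reaching or exceeding a fixed threshold, cut at about 30% in these data, passing the limit was not always enough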; also: some compounds called inactive have numbers as strong as hits
# Rin1 Abl inh = inhibitors of Rin1-Abl protein binding, primary screen, biochemical, TR-FRET; Tyrosine-protein kinase ABL1 (Homo sapiens) + Ras and Rab interactor 1 (Homo sapiens), …; inhibition, % at 7.35 µM; 0.4% of 360,000 active; in the data active = inhibition above about 5%, passing the limit was not always enough
# Neddylation inh = inhibitors of cullin neddylation, primary screen, biochemical, TR-FRET, uHTS, NAE and Ubc12; 0.58% of 360,000 active; calls only at 25 µM; in the data active = inhibition above about 36%
# Target sequence (P61081 whole entry, looked up): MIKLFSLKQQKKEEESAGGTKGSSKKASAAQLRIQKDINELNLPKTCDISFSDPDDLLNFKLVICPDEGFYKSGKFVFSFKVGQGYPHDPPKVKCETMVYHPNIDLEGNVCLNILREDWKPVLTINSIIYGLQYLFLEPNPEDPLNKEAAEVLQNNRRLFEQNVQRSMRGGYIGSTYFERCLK
# Target sequence (Q13564 whole entry, looked up): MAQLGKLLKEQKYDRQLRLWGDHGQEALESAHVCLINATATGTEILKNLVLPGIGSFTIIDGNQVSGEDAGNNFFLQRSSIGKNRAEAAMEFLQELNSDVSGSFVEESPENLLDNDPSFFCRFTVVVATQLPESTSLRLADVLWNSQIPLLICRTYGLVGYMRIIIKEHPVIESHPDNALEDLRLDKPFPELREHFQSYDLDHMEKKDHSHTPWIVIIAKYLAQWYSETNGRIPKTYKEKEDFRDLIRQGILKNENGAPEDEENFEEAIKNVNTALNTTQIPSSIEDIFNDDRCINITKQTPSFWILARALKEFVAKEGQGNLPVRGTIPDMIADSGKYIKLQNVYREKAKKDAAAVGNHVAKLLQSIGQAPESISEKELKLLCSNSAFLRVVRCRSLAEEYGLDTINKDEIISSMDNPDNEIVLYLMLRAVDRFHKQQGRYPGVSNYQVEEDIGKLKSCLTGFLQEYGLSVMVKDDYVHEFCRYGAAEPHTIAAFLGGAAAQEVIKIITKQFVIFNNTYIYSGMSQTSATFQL
# MsrA inh = bovine MsrA enzyme inhibitors, primary screen, biochemical, absorbance, HTS; 0.75% of 360,000 active; purified bovine MsrA, absorbance read-out; inhibition, % at 15.5 µM; Methionine sulfoxide reductase A (Bos taurus); in the data active = inhibition above about 4.5%;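 also: 0% = vehicle wells with enzyme and 100% = reference inhibitor wells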
# * = called active by the depositor; i = inactive; / = no result given. Not a hit list. About 4.2% of those tested had a hit in this group.
mol	MT1-MMP act inh	bovine MsrA act	E coli Lon inh	NRP1-CendR mod	FAS-TE inh	SKN-1 block	Rin1 Abl inh	Neddylation inh	MsrA inh
O=C(NCc1ccc(Cl)c(Cl)c1)c1cc(C2CCCCN2C(=O)c2ccccc2)on1 (configuration not stated)	-8	-2	1	-3	18	-3	-2	i	-2.0
Cc1cc(Cl)ccc1N(CC(=O)NCc1ccc2c(c1)OCO2)S(C)(=O)=O	1	-3	7	-2	3	2	3	i	-0.2
O=C(COC(=O)c1ccc(Br)o1)NCCCc1ccccc1	8	-2	-1	6	-6	-12	2	i	-0.6
COC(=O)c1[nH]c2cc(OC)c(OC)cc2c1NC(=O)Oc1ccccc1	5	-4	3	3	-2	12	-2	i	5.0*
C=CCNc1nc(N)c([N+](=O)[O-])c(NCCO)n1	-2	-5	1	5	-4	2	3	i	5.0*
Cc1cc(-c2nn(-c3ccccc3F)cc2CN2CCCC(O)C2)c(C)s1 (configuration not stated)	2	-8	-4	5	-6	-4	5.7*	i	-0.1
CCOC(=O)[C@]12CCCC=C1N(Cc1ccc3c(c1)OCO3)C(=O)[C@H](CC(=O)N1CCSCC1)C2	5	0	-4	9	-1	8	/	i	-1.8
Cc1cc(C)n2c(SCC(=O)NC3CCCCC3C)nnc2n1 (configuration not stated)	-5	-10	13	3	-6	-13	1	i	-1.8
O=C1CN(C(=O)N[C@@H](Cc2ccccc2)C(=O)N[C@@H](C(=O)O)c2ccccc2)c2ccccc2N1	0	-1	-8	10	-3	-2	1	i	-0.9
Cn1cnc2cc(NCc3ccc(Cl)cc3)ccc21	8	5	-9	1	-6	14	-1	i	0.1
CCC(C(=O)OCC(=O)NC(=O)c1ccccc1)c1ccccc1 (configuration not stated)	4	-3	1	0	-3	3	-4	i	0.8
O=C(CNC(=O)c1ccc(Br)cc1)NCc1cccnc1	1	-3	-2	-4	-4	6	1	i	-0.5
COc1ccc(-n2c(SCC(=O)Nc3ccc4c(c3)OCO4)nc3ccccc3c2=O)cc1	5	2	2	8	32	15	-2	i	0.4
COc1ccc(NC(=O)O/N=C/c2ccc(Br)cc2)cc1	6	5	-4	5	15	2	3	i	1.0
Cc1ccccc1C(=O)Nc1ccnn1C1CCN(Cc2cnn(C)c2)CC1	-1	-2	-2	-3	-6	16	2	i	1.9
Cc1cc(C)nc(N2CCCC(C(=O)NCc3ccccc3)C2)n1 (configuration not stated)	3	-1	-7	6	-5	22	0	i	1.5
O=C(CSc1ncccc1-c1nc2ccccc2[nH]1)Nc1ccc2c(c1)OCCO2	0	-7	0	-29	8	-7	-2	i	-0.8
Cc1ccccc1Nc1nc(-c2cccnc2)cs1	-4	0	-3	17	3	3	2	i	-0.3
CCc1nn(CC(=O)N2CC(C)CC(C)C2)c(=O)c2cccn12 (configuration not stated)	4	-3	-13	13	-8	7	2	i	-1.5
CCc1ccc(NC(=O)c2cc(S(=O)(=O)N3CCCC3)ccc2F)cc1	-2	-2	-2	-6	30	3	0	i	-1.2
O=C(c1ccc2c(c1)OCO2)C1CCCN(C(=O)C2CCOCC2)C1 (configuration not stated)	-2	-5	8	14	-4	-8	-3	i	0.8
COc1ccccc1C(=O)NCCC(=O)N(C)CC(=O)Nc1ccc(N2CCOCC2)cc1	-6	-4	-8	0	-5	12	1	i	-0.9
COc1ccc(CCNC(=O)CC(=O)N/N=C\c2ccc(OCC(N)=O)cc2)cc1OC	0	-4	-11	-4	-10	-10	-4	i	3.4
Cc1cccc(N2CCN(S(=O)(=O)c3ccc4c(c3)CCC(=O)N4)CC2C)c1 (configuration not stated)	-1	-3	-4	-27	-4	6	2	i	0.1
CCCCSC1=C(C#N)C(c2ccccc2C)C(C(=O)OCC)C(=O)N1 (configuration not stated)	-5	0	6	2	6	17	1	i	-0.3
Cc1cccc(NC(=O)C(=O)NCc2ccccn2)c1	7	-4	0	4	-3	10	1	i	-0.8
CC(C)(C)c1ccc(OCC(=O)Nc2ccc(-c3nc4cccnc4o3)cc2)cc1	5	-3	0	-1	-10	10	1	i	0.6
CC(C)NCC(O)Cn1c2c(c3ccccc31)CCc1c-2cnn1-c1ccccc1 (configuration not stated)	11	-3	-15	5	-52	30	0	/	1.2
COc1ccc(NC(=O)Nc2cccc3ccccc23)cc1S(N)(=O)=O	4	-2	-11	0	6	10	0	i	-0.4
CNC(=O)Nc1cc(C)nn1C	1	-3	-6	2	-5	5	4	i	0.3
Cc1cc(C)cc(NC(=O)CC23CC4CC(C2)CC(n2nnc(C)n2)(C4)C3)c1	1	0	-5	-4	5	15	0	i	0.4
CC(OC(=O)c1ccc2c(=O)n3c(nc2c1)CCCCC3)C(=O)Nc1ncc(Cl)cc1Cl (configuration not stated)	-6	-8	9	2	-2	3	-1	i	1.2
CCOC(=O)c1c(N2CCN(c3ccccc3)CC2)cc(C)nc1C	0	-2	-2	11	0	-5	-3	i	-1.1
c1ccc(-c2ccccc2OCCOCCN2CCNCC2)cc1	-4	-5	-5	1	-11	4	3	i	0.1
COc1ccc(OCCC(=O)OCC(=O)NCc2ccco2)cc1	-4	-2	0	-5	-6	8	3	i	0.0
COCCNc1nc2c(S(=O)(=O)c3cc(C)ccc3C)nnn2c2ccccc12	2	0	2	1	5	-7	-3	i	0.7
CN1CCN(CC(=O)Nc2nc(-c3ccccc3)cs2)CC1	0	-1	0	9	-11	8	-2	i	-1.4
C=C1CCN([C@H](C(=O)OCc2cccc(C)c2)C(C)C)S(=O)(=O)c2ccccc21	-7	-6	-3	12	22	1	3	i	1.2
COc1cccc(C(C(=O)NC2CCCC2)N2CCN(c3cc(C)ccc3C)CC2)c1OC (configuration not stated)	-20	/	/	-15	/	12	/	i	0.2
CC1(C(=O)NS(=O)(=O)c2ccccc2)CCN1C(=O)CC1CCCC1 (configuration not stated)	2	-2	-11	-7	-13	5	1	i	1.1
CN1C(=O)[C@H]2[C@@H](C3CC3)N3C(=O)CN(CCO)C(=O)[C@@]3(Cc3ccccc3)[C@H]2C1=O	-5	-2	-4	3	-10	0	2	i	2.6
COc1ccc(-c2[nH]ncc2CNCCCSC)cc1F	-1	-2	-7	13	0	-12	0	i	-0.4
CCOC(=O)c1cc2c(=O)n3ccccc3nc2n(Cc2ccco2)c1=NC(=O)c1ccc(OC)cc1	-10	-3	-15	-12	64*	-6	1	/	0.4
CCN(CC)C1=NS(=O)(=O)c2cc([N+](=O)[O-])ccc21	-3	-2	7	-8	6	0	3	i	-0.5
Cc1ccc(NS(=O)(=O)c2ccc(CCC(=O)O)cc2)cc1	3	-7	2	-3	-4	22	-1	i	0.2
CCC(=O)c1ccc(OCC(O)CN(CCc2ccccc2)Cc2ccccc2)cc1 (configuration not stated)	5	-5	1	9	32	3	4	i	-0.1
O=C(O)CN1C(=O)NC2(CCOc3ccccc32)C1=O (configuration not stated)	0	0	-4	5	-8	-5	0	i	-2.3
COc1ccc(NC(=O)C2COc3ccccc3O2)cc1S(=O)(=O)N1CCOCC1 (configuration not stated)	1	-1	-12	0	3	22	-2	i	-0.6
COC(=O)c1ccc(N2C(=O)CC(NCc3ccccc3)C2=O)cc1 (configuration not stated)	-5	-10	-3	8	-14	-20	-1	i	-1.0
O=c1[nH]nc(SCCS(=O)(=O)c2ccc(F)cc2)n1-c1ccccc1C(F)(F)F	1	-6	-4	10	0	-12	2	i	-0.2
NC(=O)CC(NC(=O)Cc1cccc2ccccc12)c1ccc(N2CCN(c3ccccc3)CC2)c([N+](=O)[O-])c1 (configuration not stated)	6	-1	7	-5	-7	10	2	i	0.5
CCOC(=O)C(=CNc1ccc2c(c1)CCN2C(C)=O)C(=O)OCC	1	-5	-1	5	-1	1	0	i	4.9*
COc1ccccc1N1CCN(C(=O)C(=O)c2c(C)n(C)c3ccccc23)CC1	0	-2	-2	1	2	12	-3	i	2.1
COc1ccc(Cl)cc1NC(=O)N1CCN(c2ccccc2OC)CC1	-4	-1	-5	3	13	-5	1	i	0.7
CC(=O)OCCN(CCCn1c(-c2ccncc2)nc2ccccc21)c1nc(CN2CCCCC2)cs1	-7	-3	-2	14	-13	1	8.4*	i	1.0
COC(=O)c1cn(C(=O)c2ccc(F)cc2)c2ccccc12	-1	-1	-10	-3	11	12	1	i	-0.3
COc1ccc(CN2CCC(n3nccc3NC(=O)CCc3ccccc3)CC2)c(C)c1C	9	-8	-12	1	-2	-4	1	i	1.0
Cc1cccc(-n2c(N)cc(=O)[nH]c2=S)c1	-2	-1	-2	12	-4	6	3	i	2.5
CC(C)c1ccc(NC(=O)COC(=O)C2CC3C=CC2C3)cc1 (configuration not stated)	2	-5	10	6	21	2	0	i	0.0
COc1ccc(C(=O)N/N=C/c2ccc(N3CCOCC3)s2)cc1OC	4	-6	-21	-13	-4	5	-1	i	2.7

# Part of the list above in order of length of the SMILES, rising.
mol	MT1-MMP act inh	bovine MsrA act	E coli Lon inh	NRP1-CendR mod	FAS-TE inh	SKN-1 block	Rin1 Abl inh	Neddylation inh	MsrA inh
CCOC(=O)C(=CNc1ccc2c(c1)CCN2C(C)=O)C(=O)OCC	1	-5	-1	5	-1	1	0	i	4.9*
COc1ccc(NC(=O)C2COc3ccccc3O2)cc1S(=O)(=O)N1CCOCC1 (configuration not stated)	1	-1	-12	0	3	22	-2	i	-0.6
COc1ccc(CN2CCC(n3nccc3NC(=O)CCc3ccccc3)CC2)c(C)c1C	9	-8	-12	1	-2	-4	1	i	1.0
CC(=O)OCCN(CCCn1c(-c2ccncc2)nc2ccccc21)c1nc(CN2CCCCC2)cs1	-7	-3	-2	14	-13	1	8.4*	i	1.0

# The results go on.
mol	MT1-MMP act inh	bovine MsrA act	E coli Lon inh	NRP1-CendR mod	FAS-TE inh	SKN-1 block	Rin1 Abl inh	Neddylation inh	MsrA inh
O=C(c1cccs1)N1CCCC(c2nc3c(nnn3Cc3c(Cl)cccc3Cl)c(=O)[nH]2)C1 (configuration not stated)	1	-7	-9	3	6	-14	0	i	0.3
COc1ccc([C@H]2CC(=O)C=C(c3cccc(OC)c3OC)C2)cc1OC	-3	3	-11	23	1	-2	1	i	3.6
O=C(NCC1CCCO1)c1ccc2c(=O)n(Cc3ccco3)c(SCC(=O)N3CCCC3)nc2c1 (configuration not stated)	0	2	0	-8	-2	-7	1	i	-0.3
O=c1c2c(-c3ccco3)csc2nc(SCc2cn3cccnc3n2)n1-c1ccccc1	-16	-5	-8	-43	9	-9	-2	/	1.1
Cc1cc(-n2c(C)cc(C(=O)CSc3nnc4sc5ccccc5n34)c2C)no1	4	0	0	11	0	2	1	i	1.5
Cc1ccc(OCC(=O)OC(C)CN2CCCCC2)cc1 (configuration not stated)	4	-2	-11	11	-5	-7	-1	i	-0.9
Cc1c(C(=O)OC2CCCCC2)sc2nc[nH]c(=O)c12	2	-4	-8	-3	43	-8	-4	i	-0.4
CCOC1CS(=O)(=O)CC1OCC (configuration not stated)	2	-2	0	-5	-3	15	4	i	1.2
O=C(CSc1ccccc1C(=O)N1CCCCC1)NCC1CCCCC1	-1	-5	2	19	-3	-8	2	i	-0.6
